# BCR signal inh: blocks chronic active B-cell receptor signaling. ABC-DLBCL IkBa-CBG/CBR reporter, luminescence ratio, 4 h. 0.05% of 340,000 active. Potency, µM (top dose mostly 46.1 µM), without a hit: top-dose ratio change, negative = lower green/red ratio, most hits filed as inhibitors; active = well fitted inhibition curve with a large enough effect in the signal ratio, with a control signal flat, not every such curve was filed as active; inconclusive = small, poorly fitted or top-dose-only effect, or effect the other way, or a change in a side signal; the % refers to the signal ratio;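 note: potency is the fitted concentration of half-maximal effect; plate controls were basal doxycycline-induced cells for no effect and cells given 10 µM MG132 for full effect; MG132 reads +100%, hits lower the ratio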
#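 TMD8 human ABC-DLBCL cells with doxycycline-inducible IκBα–green luciferase fusion and unfused red luciferase, in 0.5% FBS medium; compounds up to 46 uM, 4 h at 37C. Green/red luminescence ratio, filter-overlap corrected, fitted to concentration-response curves.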
# GALK inhibitor: galactokinase (human) inhibition | Purified GALK, Kinase-Glo residual ATP luminescence | Potency, µM (highest dose often 57.5 µM), for the others: at the highest dose activity change, negative = inhibition, hits mostly inhibitors | 0.007% of 270,000 active; note: potency is the fitted concentration of half-maximal effect
# Target sequence (P51570 whole entry, looked up): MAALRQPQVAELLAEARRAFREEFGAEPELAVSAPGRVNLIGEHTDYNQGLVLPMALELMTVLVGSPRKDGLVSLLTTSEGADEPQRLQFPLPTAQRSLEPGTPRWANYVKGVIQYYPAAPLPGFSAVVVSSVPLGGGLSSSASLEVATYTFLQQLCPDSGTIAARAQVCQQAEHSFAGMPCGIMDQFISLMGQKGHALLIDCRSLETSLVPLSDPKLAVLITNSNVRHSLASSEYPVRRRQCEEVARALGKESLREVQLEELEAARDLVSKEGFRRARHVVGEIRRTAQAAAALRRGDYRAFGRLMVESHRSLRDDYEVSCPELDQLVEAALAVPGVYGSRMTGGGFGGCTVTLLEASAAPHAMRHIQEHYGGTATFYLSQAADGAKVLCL
#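 Compounds were pin-transferred into ATP buffer (35 uM final), then GALK plus galactose (5 nM, 100 uM final) was added. After 1 h at room temperature, Kinase-Glo Plus was added and luminescence read after 10 min.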
# KCNH2 WT inh: inhibitors of human wildtype KCNH2 potassium channel; Q12809; U2OS, BacMam KCNH2, thallium flux FluxOr; hits give low values; activity change, % at 1.84 µM; 0.37% of 340,000 active; AID 720551;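 active = maximum activity change below -70%; inconclusive = maximum activity change between -70% and -50%; inactive = maximum activity change above -50%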
#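 U2OS cells were transduced with wild-type KCNH2 virus (2.03 x 10^8 / mL) for 4 h at room temperature, then cultured overnight at 37 C. Thallium flux was read with FluxOr dye. Rate constants were normalized to DMSO controls.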
# PKM2 activator: activators of human pyruvate kinase M2. P14618. purified PKM2, Kinase-Glo ATP luminescence, activation; response scale: 0% is enzyme alone, no compound. Potency, µM (series often up to 57.5 µM), for the others: at the highest dose activation, hits mostly activators. 0.34% of 260,000 active. AID 1631; note: potency is the fitted concentration of half-maximal effect; nearly all actives have a fitted effect of over 55% in size
# Target sequence (P14618 whole entry, looked up): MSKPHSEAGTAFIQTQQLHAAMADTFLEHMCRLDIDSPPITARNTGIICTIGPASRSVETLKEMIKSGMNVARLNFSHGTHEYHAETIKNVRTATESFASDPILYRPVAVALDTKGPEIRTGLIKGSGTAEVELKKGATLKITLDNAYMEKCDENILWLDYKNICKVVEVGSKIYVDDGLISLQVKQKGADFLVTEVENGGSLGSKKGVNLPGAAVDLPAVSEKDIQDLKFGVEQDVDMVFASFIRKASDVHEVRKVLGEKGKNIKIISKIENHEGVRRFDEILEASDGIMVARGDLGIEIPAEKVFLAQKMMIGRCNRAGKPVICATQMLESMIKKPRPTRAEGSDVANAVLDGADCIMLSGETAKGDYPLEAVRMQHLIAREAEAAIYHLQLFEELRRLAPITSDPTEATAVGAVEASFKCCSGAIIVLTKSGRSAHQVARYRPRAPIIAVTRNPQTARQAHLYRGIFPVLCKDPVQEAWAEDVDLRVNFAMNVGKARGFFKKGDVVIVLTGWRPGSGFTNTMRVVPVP
#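 hPK-M2, >95% pure; 0.1 mM ADP / 0.5 mM PEP final; imidazole pH7.2 buffer w/ 7 mM MgCl2, 50 mM KCl; 1 h RT; Kinase-Glo lum. Intermediate enzyme activity for dual inhibitor/activator qHTS.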
# FBPA coupling cs: inhibits coupling enzyme system, counter-screen for aldolase hits; coupling enzyme system counterscreen, AmpLite Red fluorescence; activity change, negative = inhibition, % at 58.2 µM, hits read low; 0.67% of 290,000 active; in the data active = activity change below about -30%
#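 First, compound is pin-transferred into glyceraldehyde-3-phosphate coupling-enzyme reagent at 57.5 uM final and held 10 min at RT. Next, substrate, coupling system and AmpLite Red are added. After 20 min RT, fluorescence (525/598 nm) is read.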
# Giardia killer: Giardia lamblia killing; activity change, % at 7.66 µM, hits read low; Giardia lamblia trophozoite viability; 0.15% of 340,000 active; in the data active = activity change below about -80%; inconclusive = between about -30% and that limit;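 note: parasites exposed to compound for two days anaerobically before the ATP read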
#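 Luminescence from cellular ATP indicates surviving trophozoites (100 cells/well) following 48 hrs anaerobic compound treatment at 37 deg C; signal develops 15-30 min at room temperature.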
# KCNH2 3.1 block: inhibitors of human KCNH2 3.1 potassium channel isoform; 0.95% of 340,000 active; U2OS KCNH2 3.1, thallium flux FluxOr; hits give low values; activity change, % (tested at about 1.8 µM);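 active = maximum activity change below -70%; inconclusive = maximum activity change from -70% to -50%; inactive = maximum activity change above -50%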;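 note: thallium influx rate constant from kinetic fluorescence after stimulation buffer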
#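 Virally transduced U2OS (3.1 isoform, 4 h infection in dark at RT) → overnight 37 C → FluxOr + Red40 in HBSS/HEPES, 45 min → stimulation buffer, 2 min kinetic read → rate constant vs DMSO controls.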
# B2AR arrestin: recruits beta-arrestin to the human beta2-adrenergic receptor | beta-arrestin recruitment to beta2AR, cell-based reporter | Potency, µM (highest dose often 46.1 µM), inactives show top-dose activation, most hits filed as activators | 0.02% of 330,000 active;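 note: potency is the fitted concentration of half-maximal effect; 0% = DMSO controls and full agonism = EC100 isoproterenol or metaproterenol; nearly all actives have a fitted effect of over 65% in size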
# USP2a inh: inhibitors of human ubiquitin-specific protease USP2a. O75604. USP2 core, Ub-CHOP2 coupled fluorogenic reporter, 485/531. Potency, µM (series often up to 38.3 µM), for inactives: top-dose activity change, negative = inhibition, hits mostly inhibitors. 0.01% of 330,000 active;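 note: potency is the fitted concentration of half-maximal effect; plate controls were DMSO wells for no effect and full inhibition by NEM control for full effect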
#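 USP2 core (10nM final) preincubated 30min RT with compound in 20mM Tris-HCl pH 8.0, 2mM CaCl2, 2mM beta-mercaptoethanol, 0.05% CHAPS; 25nM Ub-CHOP2 plus 25nM reporter substrate added, fluorescence (Ex485/Em531) read after 60min.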
# uPA generation: inhibitors of cell surface uPA generation; cell surface uPA generation assay, qHTS; AID 540303; Potency, µM (top dose mostly 38.3 µM), for the others: at the highest dose activity change, negative = inhibition, usual class: inhibitors; 0.31% of 330,000 active; active = well fitted inhibition curve with a large enough effect; inconclusive = small, poorly fitted or top-dose-only effect; inactive = no such curve, though single readings can be large or run the other way; tested in mouse RAW 264.7 cells; note: potency is the fitted concentration of half-maximal effect; nearly all actives have a fitted effect of over 55% in size
# Eya2 phos inh: inhibitors of human Eya2 phosphatase activity. Potency, µM (doses to about 76.9 µM), for the others: at the highest dose activity, negative = inhibition, hits mostly inhibitors. recombinant Eya2, OMFP fluorescence dephosphorylation (OMFP is methylfluorescein phosphate). O00167. 0.006% of 330,000 active; note: potency is the fitted concentration of half-maximal effect
#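 Eya2 (0.2 uM) preincubated 10 min at ambient with compound, then OMFP substrate added at 50 uM; 10 min reaction in 50 mM HEPES pH 7.5, 50 mM NaCl, 5 uM MgCl2, 0.05% BSA, 1 mM DTT. Fluorescence read at Ex 485/Em 525 nm.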
# An asterisk follows results filed as active; ? = inconclusive; / = not tested or not shown; [ ] = remark or other dose. Unless noted, calls come from the whole dose curve; as a rule, active = well fitted curve in the direction sought with a large enough effect; inconclusive = small, poorly fitted or top-dose-only effect, or another doubt; inactive = no such curve, though single readings can be large; an effect the other way counts as inactive or inconclusive. Unless noted, % is set by controls: 0 for no effect and ±100 for the full control effect. This is a random part of the collection (roughly 2.4% active in at least one column).
SMILES,BCR signal inh,GALK inhibitor,KCNH2 WT inh,PKM2 activator,FBPA coupling cs,Giardia killer,KCNH2 3.1 block,B2AR arrestin,USP2a inh,uPA generation,Eya2 phos inh
COc1ccc(NS(=O)(=O)c2ccc3c(c2)N(C(C)=O)CCS3)cc1,-8%,7%,-17,/,/,18,-12,-0.1%,0%,5%,-3%
COC(=O)C1C(=O)OC(C)(C)C1C(C)C(=O)c1ccccc1 (stereo unspecified),-4%,1%,-5,-4%,0,-13,-26,-0.8%,0%,/,2%
COC(=O)CSc1nc2c(c(-c3ccc(C)o3)c1C#N)CCCC2,24%,-6%,6,5%,6,3,-10,0.0%,-2%,/,-25%
O=C(CSc1ccsc1[N+](=O)[O-])NCc1ccccc1,-4%,0%,-9,12%,1,?,-16,-0.1%,0%,-3%,0%
Cc1cccc(C(=O)NCCC(=O)Nc2nc(C)c(Cc3ccc4c(c3)OCO4)s2)c1,-9%,-1%,-5,4%,1,-1,-8,-0.4%,-2%,3%,3%
CCOc1ccc(NC(=O)c2sccc2-n2cccc2)cc1,1%,0%,-8,2%,-1,3,6,-0.2%,-2%,3%,-2%
COC(=O)C1=C(C)N(C(C)C)C(=O)C1(NC(C)=O)C(F)(F)F (stereo unspecified),?,2%,11,-2%,0,11,-1,-1.2%,2%,13%,-5%
Cc1ccc(-c2csc(Nc3ccccn3)n2)cc1,?,-3%,-1,-4%,-4,-23,-1,-1.0%,-1%,-14%,-5%
COc1ccc(NC(=O)N2Cc3ccccc3CC2C(=O)NC(C)(C)C)cc1 (stereo unspecified),-4%,-3%,7,-10%,-3,0,-5,-0.6%,1%,2%,-5%
CCOc1ccccc1NS(=O)(=O)c1cc2c3c(c1)CC(=O)N3CCC2,4%,1%,1,/,4,-17,-1,0.1%,4%,0%,7%
N#Cc1c(SCC(=O)OCc2ccccc2)nsc1SCC(=O)OCc1ccccc1,-16%,2%,-6,11%,-1,4,-9,0.2%,0%,7%,-10%
COc1ccccc1NC(=O)COC(=O)C1CC1,5%,1%,-1,3%,2,-18,15,0.3%,2%,-1%,-25%
O=C(COc1ccc2c3c(c(=O)oc2c1)CCC3)NCC1CCC(C(=O)O)CC1 (stereo unspecified),-2%,0%,5,/,-2,-12,-9,0.1%,1%,5%,14%
COc1cc2c(cc1OC)C(C(=O)N1CCOCC1)C(c1cccs1)N(C)C2=O (stereo unspecified),0%,0%,-3,2%,-3,-1,12,0.2%,0%,4%,-8%
Oc1ccc(N2CCN(C(c3ccncc3)c3nnnn3C3CCCC3)CC2)cc1 (stereo unspecified),10%,-2%,1,-2%,-9,6,-8,0.2%,1%,?,18%
Cc1ccc(N(C(=O)Cc2cccs2)C(C(=O)NC2CCCCC2)c2ccccn2)cc1C (stereo unspecified),?,-2%,-1,-2%,1,11,12,-1.2%,-7%,-2%,-3%
O=C1c2cccnc2C(=O)N1Cc1ccc(F)cc1S(=O)(=O)NCc1ccco1,5%,9%,-24,-1%,2,1,0,0.3%,3%,-9%,?
O=C(CN1CCN(Cc2ccc3c(c2)OCO3)CC1)Nc1ccc(F)cc1,?,0%,-15,-7%,0,-6,-84*,14%,0%,0%,-5%
Cc1ccc(C)c(NC(=S)N2CCC(N(C)CC3CCCO3)CC2)c1 (stereo unspecified),8%,0%,11,1%,5,-5,-5,0.5%,-1%,/,24%
O=C1NCCN(Cc2c(F)cccc2Cl)C1CC(=O)N1CCCCO1 (stereo unspecified),-4%,7%,14,-10%,-3,4,0,-0.7%,0%,-2%,9%
CCc1ccccc1NC(=S)N1CCN(c2ccccn2)CC1,1%,-3%,-4,5%,-3,-3,-7,0.0%,1%,-2%,-3%
CCOc1ncccc1C(=O)N=c1sccn1C,?,0%,-12,4%,0,32[activator],-2,0.1%,0%,0%,-12%
COc1ccc(-n2nnnc2-c2ccccc2)cc1,?,2%,6,3%,0,-4,11,-0.1%,4%,?,22%
COc1cc(OC)nc(-n2ncc(OC)c(Br)c2=O)n1,?,/,-9,-3%,3,-3,6,-0.8%,2%,4%,1%
CC1=NN(C(=O)c2ccc(Cn3nc(C)c([N+](=O)[O-])c3C)o2)C(O)(C(F)(F)F)C1 (stereo unspecified),-11%,1%,1,-4%,3,10,-2,-1.4%,0%,4%,-3%
CCCSc1nc2sc3c(c2c(=O)n1-c1ccc(OC)cc1)CCN(C)C3,?,-1%,10,/,1,-3,-17,7.5%,0%,3%,-7%
CS(=O)(=O)c1ccc2nc(NC(=O)Cc3ccccc3)sc2c1,2%,1%,5,22%,6,20,11,-0.5%,-1%,-12%,-3%
COc1ccc(Nc2c(-c3ccc(C)cc3)nc3cnccn23)cc1,-10%,1%,-10,0%,-1,?,-86*,0.2%,1%,-5%,?
CCSc1nnc(NC(=O)c2ccc(C)o2)s1,?,2%,9,5%,-2,-2,8,-0.1%,1%,-1%,3%
COc1ccc2[nH]c3c(c2c1)CCN1C(=O)C(CC(=O)NCCc2ccccn2)C[C@H](C(=O)N2CCOCC2)[C@@]31C (stereo partly specified),-1%,/,-28,/,/,10,10,0.3%,3%,20%,6%

# Of the compounds above, 2 contain a nitro group on carbon.
SMILES,BCR signal inh,GALK inhibitor,KCNH2 WT inh,PKM2 activator,FBPA coupling cs,Giardia killer,KCNH2 3.1 block,B2AR arrestin,USP2a inh,uPA generation,Eya2 phos inh
O=C(CSc1ccsc1[N+](=O)[O-])NCc1ccccc1,-4%,0%,-9,12%,1,?,-16,-0.1%,0%,-3%,0%
CC1=NN(C(=O)c2ccc(Cn3nc(C)c([N+](=O)[O-])c3C)o2)C(O)(C(F)(F)F)C1 (stereo unspecified),-11%,1%,1,-4%,3,10,-2,-1.4%,0%,4%,-3%

# The list continues:
SMILES,BCR signal inh,GALK inhibitor,KCNH2 WT inh,PKM2 activator,FBPA coupling cs,Giardia killer,KCNH2 3.1 block,B2AR arrestin,USP2a inh,uPA generation,Eya2 phos inh
COc1ccc(-c2cn[nH]c2-c2ccc(OCc3ccccc3)cc2O)cc1OC,?,1%,-1,10%,3,4,-8,-0.5%,-12%,-1%,-9%
CNC(=O)CSc1nnc(-c2cccs2)o1,?,-3%,1,6%,-1,-7,21,4.8%,4%,2%,-4%
S=c1[nH]nc(C2CCCCC2)n1/N=C/c1ccccc1Br,?,-4%,-2,/,-7,6,13,0.3%,-2%,-1%,-9%
CCCc1nnc(NC(=O)c2cccnc2)s1,?,-4%,-6,1%,-15,-29,17,0.1%,-2%,?,-12%
Cc1ccc(OCCN2CCNCC2)c([N+](=O)[O-])c1,1%,3%,5,11%,-1,1,-43,-0.4%,-1%,-25%,0%
CC(=O)CCC(=O)N1CCCC(N2CCN(c3cccc(Cl)c3)CC2)C1 (stereo unspecified),?,-2%,3,1%,1,3,23,-1.1%,3%,-4%,?
O=C1CCCCC1Oc1ccc2ccc(=O)oc2c1 (stereo unspecified),2%,/,11,/,-1,-5,6,0.5%,4%,7%,16%
CCN=c1scc(-c2cccs2)n1/N=C/c1cc(OC)ccc1O,?,0%,-5,-4%,-4,-1,-2,0.3%,2%,-3%,1%
Nc1ccc(N2CCCCC2)c(S(=O)(=O)Nc2ccccc2Cl)c1,10%,0%,-3,3%,-1,-15,-27,-0.6%,2%,4%,-19%
CC(C)n1nccc1NC(=O)COC(=O)c1ccc(NC(N)=O)cc1,?,/,0,/,/,2,-7,-0.4%,3%,3%,-4%

# Results in B2AR arrestin and uPA generation (4 entries from above):
molecule | B2AR arrestin | uPA generation
CCN=c1scc(-c2cccs2)n1/N=C/c1cc(OC)ccc1O | 0.3% | -3%
COc1ccc(-c2cn[nH]c2-c2ccc(OCc3ccccc3)cc2O)cc1OC | -0.5% | -1%
Nc1ccc(N2CCCCC2)c(S(=O)(=O)Nc2ccccc2Cl)c1 | -0.6% | 4%
CC(=O)CCC(=O)N1CCCC(N2CCN(c3cccc(Cl)c3)CC2)C1 (stereo unspecified) | -1.1% | -4%

# Screening data as filed in PubChem BioAssay.
